zfTRPN1 agonist: agonists of zebrafish TRPN1 channel. HEK293 zebrafish TRPN1-YFP, Fluo-8 calcium fluorescence; 100% = response to 87 µM carbachol. activation, % at 3 µM. hit rate 0.18% among 220,000. AID 1424;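 active = activation above its plate's cutoff, the mean activation of test wells on that plate plus 3 SD, cut at about 19% in these data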;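 note: 0% = DMSO alone and 100% = 87 µM carbachol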
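System: zebrafish TRPN1-YFP in HEK293 cells / Dosing: 3 µM single point / Timing: dye loading 1 h at 37 °C, then 30 min room temperature / Signal: Fluo-8 calcium fluorescence, excitation 470-495 nm, emission 515-575 nm / Read-out basis: percent activation from peak over basal fluorescence ratio, control-normalized / Control set: high carbachol 87 µM, low DMSO alone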
PGE2 EP2 inh: blocks the human prostaglandin E2 receptor EP2. P43116. C6 glioma cells expressing human EP2, cAMP TR-FRET; cells stimulated with saturating PGE2. inhibition, % at 25 µM. hit rate 0.52% among 260,000;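 active = percent inhibition above 40 after rounding to a whole number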;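 note: rat C6 glioma host cells with rolipram phosphodiesterase inhibitor present; the protocol text gives 20 µM as final concentration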
Target sequence (P43116 whole entry, looked up): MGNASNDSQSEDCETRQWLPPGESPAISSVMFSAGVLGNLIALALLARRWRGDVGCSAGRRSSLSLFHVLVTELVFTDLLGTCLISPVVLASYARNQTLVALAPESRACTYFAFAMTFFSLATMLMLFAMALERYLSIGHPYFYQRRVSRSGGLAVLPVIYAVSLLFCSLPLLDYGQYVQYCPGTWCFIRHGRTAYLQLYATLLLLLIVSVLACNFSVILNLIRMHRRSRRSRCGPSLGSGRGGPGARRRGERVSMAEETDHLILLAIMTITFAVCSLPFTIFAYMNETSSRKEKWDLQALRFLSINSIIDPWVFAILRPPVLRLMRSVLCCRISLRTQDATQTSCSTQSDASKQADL
14-3-3 Bad PPI: disrupts binding of bovine 14-3-3 zeta to phospho-Bad peptide. TR-FRET 14-3-3zeta/Dy647-pBad peptide displacement, 1 h. inhibition, % at 21.7 µM. hit rate 0.71% among 220,000. AID 781;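 active = inhibition above about 70%, limit read from the data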;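 note: 0% = full 14-3-3 plus peptide FRET controls and 100% = background without 14-3-3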
Target sequence (P63103 whole entry, looked up): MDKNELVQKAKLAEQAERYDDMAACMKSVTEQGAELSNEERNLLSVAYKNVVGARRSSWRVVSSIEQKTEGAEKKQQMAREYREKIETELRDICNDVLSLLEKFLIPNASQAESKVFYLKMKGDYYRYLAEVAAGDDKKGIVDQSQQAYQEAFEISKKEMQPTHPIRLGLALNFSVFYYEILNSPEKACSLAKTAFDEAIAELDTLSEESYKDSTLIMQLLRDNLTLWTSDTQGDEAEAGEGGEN
CHOP inhibitor: CHOP inhibition in unfolded protein response | CHO-K1 CHOP-promoter luciferase, tunicamycin-induced, 15-18 h | inhibition, % at 10 µM | hit rate 3.8% among 220,000;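 active = compounds that reduced the stress-induced luciferase reporter signal by more than about 70% of percent inhibition, limit read from the data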;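 note: 0% = tunicamycin plus vehicle and 100% = wells without tunicamycin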
TRPML3 agonist: activates the human TRPML3 channel; Q8TDD5; HEK293 TRPML3-YFP, Fluo-8 calcium fluorescence; 100% = the carbachol control signal; activation, % at 3 µM; hit rate 0.29% among 220,000; AID 1448;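 active = activation above its plate's cutoff, the mean activation of the plate's test wells plus 3 SD, cut at about 12% in these data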;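 note: 0% = DMSO only wells and 100% = carbachol wells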
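Material: HEK293 cells stably carrying human TRPML3-YFP; compound dosing: single dose, 3 µM final nominal compound, 0.3% DMSO final; incubation: 1-h 37 °C dye load, 5-s basal, 120-s post-compound reads; technique: Fluo-8 intracellular calcium fluorescence, excitation 470-495 nm, emission 515-575 nm; read-out basis: percent activation from peak-to-basal fluorescence ratio, scaled between DMSO and carbachol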
NPY-Y1 antag: blocks the human neuropeptide Y Y1 receptor; P25929; HEK293-CNG Y1 cells, membrane potential fluorescence; NPY at EC95, then isoproterenol; inhibition, % at 3.6 µM; hit rate 1% among 200,000; AID 1040;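 active = inhibition above the campaign mean inhibition of all tested compounds plus 3 SD, cut at about 20% in these data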;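 note: 0% = DMSO wells given NPY plus isoproterenol and 100% = isoproterenol alone without NPY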
Target sequence (P25929 whole entry, looked up): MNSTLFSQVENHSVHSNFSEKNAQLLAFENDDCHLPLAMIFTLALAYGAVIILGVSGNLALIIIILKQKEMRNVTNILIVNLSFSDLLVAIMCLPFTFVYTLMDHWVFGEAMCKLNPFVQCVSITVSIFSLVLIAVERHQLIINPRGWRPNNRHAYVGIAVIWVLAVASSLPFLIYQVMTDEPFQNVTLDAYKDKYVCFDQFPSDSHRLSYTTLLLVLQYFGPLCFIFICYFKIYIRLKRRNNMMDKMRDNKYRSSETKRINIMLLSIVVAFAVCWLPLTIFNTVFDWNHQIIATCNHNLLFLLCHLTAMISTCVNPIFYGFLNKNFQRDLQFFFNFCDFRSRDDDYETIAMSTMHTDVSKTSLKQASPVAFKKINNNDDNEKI
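Material: HEK293 Y1/CNG channel cell line; also added: NPY (25 nM), isoproterenol (1 µM), Ro 20-1724 (25 µM); doses: one concentration, 3.6 µM, in 0.4% DMSO; schedule: compound incubation 1 h at room temperature, readout 45 min post-stimulation; technique: membrane potential fluorescence; measure: fluorescence ratio normalized to % inhibition between controls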
PPC-1+TRAIL kill: compounds killing PPC-1 cancer cells with TRAIL present (potentiator screen, no TRAIL-free arm); PPC-1 cells + TRAIL, ATPLite viability luminescence; cell killing (% activity), % at 4 µM; hit rate 0.41% among 220,000;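 active = cell killing above 50% in the first pass at 4 µM, then a duplicate retest at 5 µM averaging 50% or more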;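 note: plate controls were cells with TRAIL plus DMSO for no effect and medium-only wells lacking cells for full effect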
NPY-Y1 PAM-ag: human NPY-Y1 potentiation or agonism, primary screen. P25929. hit rate 0.37% among 220,000. AID 1304. NPY-Y1 expressing cells, potentiator/agonist activation. activation, % at 3.6 µM; in the data active = activation above about 33%, passing the limit was not always enough;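 note: cells stimulated with NPY at EC10 then isoproterenol at EC100; 0% = low agonist plus stimulus and 100% = saturating agonist plus stimulus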
EP2 mod: modulates human prostaglandin E2 receptor EP2 signaling. P43116. EP2-expressing cells, cAMP HTRF FRET, PGE2 co-stimulation. induction, % at 25 µM. hit rate 0.83% among 260,000;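 active = compounds whose cAMP rise, as percent of the full-agonist control response, exceeds 60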;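 note: rat C6 glioma line stably carrying human EP2 under a CMV promoter; the protocol text gives 20 µM as final concentration; 100% = response of wells given 1 µM PGE2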
* hit, by the source's call; . = not tested or not shown; & = joins results of further samples; [ ] = remark or other dose.

SMILES	zfTRPN1 agonist	PGE2 EP2 inh	14-3-3 Bad PPI	CHOP inhibitor	TRPML3 agonist	NPY-Y1 antag	PPC-1+TRAIL kill	NPY-Y1 PAM-ag	EP2 mod
NC(=O)c1c(NC(=O)CN2CCCC2)sc2c1CCCC2	0.8	16&6	8	-1	0.3	4	-9	-23	-2&-23
Cc1cccc(N/N=C2/COC(C)(C)CC2=O)c1	-0.9	6	-17	13	0.2	6	8	2	-12
CCCOc1ccc(/C=C/C(=O)Nc2ccc([N+](=O)[O-])cc2C)cc1OC	0.5	1	-1	61	-0.1	9	10	-11	-11
Cc1ccc(NC(=O)Nc2ccc(F)cc2)cc1Cl	3.9	2	1	67	5.1	-6	23	12	-54
CCOC(=O)/C(C(N)=NCCO)=C(/O)c1ccccc1	0.3	13	-2	14	0.7	1	-5	-19	3
O=C(Nc1nccs1)C1Cc2ccccc2CN1S(=O)(=O)c1ccc(F)cc1 (centres undefined)	-0.3	2	-1	9	-1.2	-8	10	21	32
COc1ccc(OC)c(NC(=O)CSc2nnc(Cn3c(=O)sc4ccccc43)n2C)c1	-0.1	7	6	22	-0.5	-3	20	11	23
Cc1sc2ncn(CCC(=O)O)c(=O)c2c1C	1.6	7&5	-11[fluorescence artefact?]	-10	0.8	-3	3	5	3&-37
Cc1ccc(OCc2nnc(SCCN3CCOCC3)n2C)cc1	1.1	9	17	-27	0.4	-5	2	-8	-11
O=C(CNCc1ccc(F)cc1)Nc1ccccc1-c1ccccc1	-0.1	2	-9	47	-0.2	5	20	10	27
Nc1ccc2c(c1)C(=O)C(=O)c1ccccc1-2	0.2	30	35[fluorescence artefact?]	.	1.0	9	33	-9	7
CS(=O)(=O)N(CC(=O)NC1CCCCCC1)Cc1ccccc1	0.8	6	13	13	-0.3	2	-4	-8	19
COC(=O)[C@@H]1C[C@@]2(O)[C@@H](O)[C@@H](O)[C@@H](O)C[C@H]2N1Cc1cc(OC)cc(OC)c1	.	21	-4	-16	.	.	-8	.	28
COc1ccccc1NS(=O)(=O)c1ccc2c(c1)n(C)c(=O)n2C	0.9	12&4	9	14	1.4	3	10	4	-100&-2
N#CC1(C#N)C(C(=O)C23CC4CC(CC(C4)C2)C3)C12CCOCC2 (centres undefined)	-1.7	2	-7	21	0.2	-1	10	-1	-38
Cc1cc(NC(=O)c2ccccc2)ncc1NC(=O)c1ccco1	0.7	15&10	-4	-7	1.1	3	3	-14	-8&-20
Cc1ccc(S(=O)(=O)N2c3ccccc3-c3c(ssc3=S)C2(C)C)cc1	-1.0	8	-15[fluorescence artefact?]	46	0.5	0	10	24	60
CC1CCN(C2(O)C(=O)Nc3ccc(Br)cc32)CC1 (centres undefined)	2.0	9	83*	14	-0.2	8	18	-14	-13
CC(=O)Nc1cc(C(=O)N2CCN(C)CC2)ccc1Sc1ccc(C)cc1	-0.3	9	-5	33	0.6	1	22	12	13
CCc1ccc2oc(-c3ccc(OC)cc3)cc(=Nc3c(C)n(C)n(-c4ccccc4)c3=O)c2c1	-0.6	31	-12	6	-0.6	2	45	-10	-62
Cc1c(Cl)cccc1-c1ccc(/C=N/n2cnnc2)o1	-0.9	21	5[fluorescence artefact?]	-3	-0.7	13	-18	-1	3
Cn1c(=O)c2c(nc(Oc3ccc4c(c3)OCO4)n2Cc2ccc(Br)cc2)n(C)c1=O	1.9	3	6	40	0.9	.	-12	6	76*
Cc1ccc(-c2noc(/C=C/c3ccccc3)n2)cc1	1.2	-6	14	-13	0.7	3	5	-6	27
Cc1nc2cc(Nc3nnc(-c4ccccc4)c4ccccc34)ccc2n1C	-1.4	11	-11	-10	-1.6	3	71*[5 µM]	20	15
Cc1ccc(S(=O)(=O)n2ccc(-c3ccc(OCc4c(F)cccc4Cl)cc3)n2)cc1	-0.7	8	3	21	0.2	5	3	-17	31
CSc1nnc(-c2sc3cc(C(F)(F)F)cnc3c2-c2cccnc2)n1C	-0.5	12	23[fluorescence artefact?]	15	0.1	8	8	10	7
CCOc1ccc(-c2nc(-c3ccccc3C)no2)cc1	-0.3	14	.	.	0.9	1	39	3	.
CCOc1ccc2[nH]c(=O)c(C(c3nnnn3CC3CCCO3)N3CCc4ccccc4C3)cc2c1 (centres undefined)	1.8	14&8	6	31	0.9	1	18	-9	7&-5
CCOC(=O)c1ccc(NC(=O)C23CCC(C)(C(=O)O2)C3(C)C)cc1 (centres undefined)	1.6	6	4	-15	0.2	-1	22	7	10
O=C(c1ccc(-c2ccccc2)c(F)c1)C1CCCN(CCCn2cccn2)C1 (centres undefined)	0.5	11	-6	-5	0.1	.	12	-3	-26
Cc1cc(N=Nc2ccc(Cl)cc2)cc(CN2CCCC2)c1O	-0.6	11	-8	8	0.5	.	12	34	-14
O=C(COc1cccc(C(F)(F)F)c1)NCCCN1CCCC1=O	0.7	5	-4[fluorescence artefact?]	-2	0.5	4	2	-31	-14
c1ccc(-c2nnc3sc(CN4CCc5ccccc54)cn23)cc1	-0.6	11	1	21	-0.1	7	19	-30	-21
C=CCSc1nc2c(c(C3CC=CCC3)c1C#N)CCC2 (centres undefined)	0.1	21	10[fluorescence artefact?]	30	0.4	3	21	0	53
CCCCn1c(/N=C/c2ccc3c(c2)OCO3)nc2ccccc21	-0.6	14	-7	98*	0.2	12	2	-7	15
CC1=CC(=O)CC2C1(C)CCC(C)C2(C)CCC(C)CC(=O)O (centres undefined)	.	16	-3	-8	.	.	8	.	7
COC(=O)[C@H](C)NC(=O)NCc1ccc(S(N)(=O)=O)cc1	0.5	3	12	-5	0.3	.	5	10	7
CCOC(=O)COc1ccc(S(=O)(=O)N2CCN(c3ccccc3F)CC2)cc1	-0.7	11	-5	-13	-0.6	-8	-16	20	-5
CCOc1ccc(C(=O)NCCCN(CC)CC)cc1	0.4	10	22	-3	0.8	4	6	-14	10
CC(=O)NC1C(=O)Nc2c(C)cc(C)cc21 (centres undefined)	4.9	8	-1	9	0.4	4	16	5	12
Cc1nc2ccc(S(=O)(=O)NCC(=O)N3CCOCC3)cc2s1	1.9	14	6[fluorescence artefact?]	8	0.4	5	22	-7	22
CCC(=O)Nc1ccccc1-c1nnn(CC(=O)N2c3ccccc3CC2C)n1 (centres undefined)	-0.3	26&9	-10	76*	0.7	5	14	-13	-22&-34
COc1ccccc1N1CCN(c2nc(N)c(C#N)c(CC#N)c2C#N)CC1	1.2	17	4	-7	0.2	3	-7	12	-6
O=c1[nH]n2cc(-n3cc([N+](=O)[O-])cn3)cnc2c1Br	0.7	1	-5	-8	0.1	-2	10	0	-28
CC(C)=CCC1=C(OCC(=O)O)C(=O)c2ccccc2C1=O	0.8	21&19	-5	-34	0.7	.	10	2	-12&32
Cc1ccccc1C(=O)Oc1cc(N)n(S(=O)(=O)c2ccccc2)n1	-3.2	7	-12	13	0.7	9	9	15	2
O=C(NCc1ccc2c(c1)OCO2)C1CC(c2cccc(Br)c2)=NO1 (centres undefined)	-0.1	17	0[fluorescence artefact?]	12	-0.5	5	-2	-17	-42
CN1/C(=C\C(=S)NC(=O)c2cccc(Br)c2)C(C)(C)c2ccccc21	1.0	11	-12	53	1.2	1	10	1	12
COc1ccc(-c2nc3nc(SC)nn3cc2C)cc1F	0.2	8	6	12	0.7	0	14	14	24
COc1ccccc1NS(=O)(=O)c1cccc(C(=O)N/N=C/c2c(C)nn(-c3ccccc3)c2N2CCCC2)c1	0.2	9	15	8	-0.9	1	8	11	-9
Following part:
SMILES	zfTRPN1 agonist	PGE2 EP2 inh	14-3-3 Bad PPI	CHOP inhibitor	TRPML3 agonist	NPY-Y1 antag	PPC-1+TRAIL kill	NPY-Y1 PAM-ag	EP2 mod
O=C(OCC(=O)N1CCN(c2ccccc2)CC1)c1ccc[n+]([O-])c1	1.1	7	4	-10	0.9	4	19	-1	7
Cc1cc(N=Nc2ccccc2)c(NCC(O)C(O)C(O)CO)cc1C (centres undefined)	-2.1	6	-28	10	-0.6	-16	0	73*	-47
CCC(=O)Nc1ccc(C(=O)Nc2cccc(OC)c2)cc1	0.5	9	-11	1	0.4	3	19	15	-9
CCOc1ccc(N2CC(C(=O)NCCCN3CCOCC3)CC2=O)cc1 (centres undefined)	-0.2	19	6	6	-0.1	4	-6	-13	20
Cc1cc(=O)n(C)c(=O)n1CCCCOc1ccc([N+](=O)[O-])cc1	4.5	5	15	-4	3.4	3	7	1	-25
Cn1c(NC(=O)C2c3ccccc3Oc3ccccc32)cc(=O)n(C)c1=O	3.1	6	1	0	0.7	-10	26	4	-6
Cc1ccc(C2=NN=C(NC(=O)CSc3nnc4c5ccccc5n(C)c4n3)SC2)cc1	-1.8	7	4	60	-0.6	6	-15	-12	-28
COc1cccc(NC(=O)CSc2nc3c(c(-c4ccco4)c2C#N)CCCC3)c1	2.1	10	4[fluorescence artefact?]	-22	0.5	-7	18	-12	17
Fc1ccc2nc(Nc3nc4c(F)cccc4s3)sc2c1	0.8	6	-1[fluorescence artefact?]	66	1.3	-5	-8	0	12
C/C(=N\NC(=O)c1ccc(CSc2nc(C)cc(C)n2)cc1)c1ccco1	-0.6	5	-7	-3	1.0	-1	9	-14	-4
Cc1nc(N)sc1-c1csc(Nc2ccccc2)n1	-0.2	9	15	9	-0.2	1	14	13	-12
CCCCC(CCC(=O)Nc1ccc(C(=O)OCC)cc1)C(=O)O (centres undefined)	1.6	8	-7	15	-0.1	15	-7	-37	-8
CC(=O)C(Sc1nc(N2CCOCC2)nc(N2CCOCC2)n1)C(=O)Nc1ccccc1 (centres undefined)	0.9	12	-3	5	0.0	-3	-11	7	5
CCOC(=O)c1sc(NNC(=O)c2ccc(C)cc2)nc1C	1.4	14	-9	-2	1.2	.	5	3	-13
O=C(Nc1cccc(/C=C/c2nc3ccccc3c(=O)[nH]2)c1)c1ccccc1Cl	-0.2	14	10	-12	0.8	.	17	5	-46
O=C(NCCCn1ccnc1)c1cccc(S(=O)(=O)NCc2ccccc2)c1	0.5	5	-24	-11	0.6	-5	19	4	-8
COc1cccc(NC(=S)N(CCN(C)C)C(C)c2ccco2)c1 (centres undefined)	0.6	11	-16	33	0.9	1	4	-7	-6
O=C(c1ccc([N+](=O)[O-])cc1)N1CCN(C(=O)c2cccs2)CC1	-0.2	7	-5[fluorescence artefact?]	26	0.7	-1	10	0	13

Source: PubChem BioAssay

Not all compounds are listed; the hit share may differ from the screen's.
